Bioassay records (PubChem)
ASAP1 GAP inh = inhibitors of human ASAP1 ArfGAP activity. ASAP1-stimulated ARF1 GTP hydrolysis, GDP FP detection. inhibition, % at 16.5 µM. 360,000 tested, 0.19% active. Q9ULH1; in the data active = inhibition above about 25%;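 note: 0% = vehicle with enzyme and substrate and 100% = no enzyme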
UHRF1 MBD2 ctr = UHRF1 methyl-DNA binding inhibition | Q96T88 | UHRF1 binding to methylated oligo, TR-FRET | inhibition, % at 4.4 µM | 370,000 tested, 0.75% active | AID 687016; in the data active = inhibition above about 21%;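 note: UHRF1 SRA domain binding a hemimethylated CpG hairpin DNA probe; 0% = median of test compound wells and 100% = reference inhibitor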
PLC-beta3 inh = PLC-beta3 (human) inhibition, primary screen | AID 720704 | inhibition, % at 12.2 µM | 370,000 tested, 0.18% active | Purified PLC-beta3, fluorogenic substrate, fluorescence; in the data active = inhibition above about 11%;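 note: 0% = median of compound wells on plate and 100% = full blocker control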
ARFGAP1 inh = rat ARFGAP1 inhibition; Q62848; Arfgap1-stimulated ARF1 GTP hydrolysis, GDP FP detection; inhibition, % at 16.5 µM; 360,000 tested, 0.26% active;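 active = inhibition above a per-plate limit, mean inhibition of low control wells plus 3 SD, cut at about 25% in these data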;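 note: 0% = DMSO wells with enzyme and 100% = wells lacking Arfgap1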
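System: truncated rat Arfgap1 GAP domain / Medium: HEPES-based buffer, pH 7.5 / Also added: N-terminally truncated human ARF1-GTP substrate / Incubation: enzyme reaction 120 min at 25 °C after 20 min preincubation / Measured by: FP of antibody-bound GDP Alexa 633 tracer, ex 620/em 688 nm / Replicates: singlicate, each compound tested once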
DDE Tn7 FP inh = inhibitors of Tn7 peptide binding to human fibrin DD(E) | P02675 | FP displacement of FITC-Tn7 peptide from fibrin DD(E); 0% = median of compound wells per plate | inhibition, % at 8.3 µM | 370,000 tested, 0.13% active | AID 720508;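 active = inhibition above the mean of compounds falling within the control limits plus 3 SD of them, cut at about 14% in these data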;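 note: 0% = plate median of compound wells and 100% = 10 µM Aha-Tn7 peptide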
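Test system – human fibrin DD(E) · Times – 10 min preincubation, 3 h with tracer, room temperature · Detection – fluorescence polarization of the labelled Tn7 tracer · Measure – percent inhibition normalized to high-control wells · Benchmarks – high control wells with 10 µM unlabelled Aha-Tn7 peptide (full inhibition) · Repeats – singlicate testing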
Tn6 DDE FP = disrupts Tn6 cyclic peptide binding to fibrin D-Dimer-E complex | inhibition, % at 8.3 µM | Fibrin DD(E) TRITC-Tn6 fluorescence polarization displacement | 370,000 tested, 0.21% active | P02675;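 active = inhibition above a per-campaign cutoff: mean of compounds within control limits plus 3 SD, cut at about 15% in these data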;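 note: 0% = median of all compound wells on the plate and 100% = blocking peptide control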
proKLK7 act = activates the human kallikrein-7 zymogen | AID 652039 | purified proKLK7, EDANS-DABCYL substrate fluorescence; 100% is mature enzyme control, 0% vehicle | activation, % at 7 µM | P49862 | 370,000 tested, 0.9% active;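 active = activation above the mean of all tested compounds plus 3 SD, computed per campaign excluding outliers beyond control limits, cut at about 13% in these data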
PLC-gamma1 inh = PLC-gamma1 (human) inhibition, primary screen | inhibition, % at 12.2 µM | 370,000 tested, 0.84% active | purified PLC-gamma1, fluorogenic substrate, fluorescence | AID 720700; in the data active = inhibition above about 9.5%
sPLA2-III inh = Inhibits HGIII-sPLA2 liposome hydrolysis, primary screen | Q9NZ20 | QFRET BODIPY PC-A2 liposome hydrolysis, fluorescence | inhibition, % at 12.2 µM | 370,000 tested, 0.56% active | AID 743126;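 active = inhibition above mean plus 3 SD of compounds lying within the high and low control bounds, cut at about 19% in these data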;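 note: 0% = median of test compound wells and 100% = no enzyme DMSO wells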
NR1D1 modulator = modulators of human Rev-erb alpha DNA binding; Rev-erbα–FITC-DNA binding, fluorescence polarization, 90 min; activity, % at 10 µM; 370,000 tested, 0.79% active; P20393; AID 1259318;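 active = activity above about 14%, limit read from the data; passing the limit was not always enough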;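 note: 0% = DMSO wells with 35 nM protein and 100% = DMSO wells with 750 nM protein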
* marks the source's active call; other numbers are inactive results.

SMILES	ASAP1 GAP inh	UHRF1 MBD2 ctr	PLC-beta3 inh	ARFGAP1 inh	DDE Tn7 FP inh	Tn6 DDE FP	proKLK7 act	PLC-gamma1 inh	sPLA2-III inh	NR1D1 modulator
CCCCC(CC)COCCCN=Cc1c(O)[nH]c(=S)[nH]c1=O (stereo not drawn)	-5	-3	-3	0	0	-1	0.6	2	10	0
O=c1c2ccccc2nc(-c2ccc([N+](=O)[O-])cc2)n1-c1ccccc1	-19	-2	1	-5	4	9	0.2	1	6	4
CCCC1(CCC)C(=O)NC(=NCc2ccccc2)NC1=O	10	2	4	-2	-6	-3	0.0	2	4	0
NC1(C(=O)O)CCCc2ccc(N(CCCl)CCCl)cc21 (stereo not drawn)	-6	17	-7	-6	0	1	0.5	-4	3	-8
CCc1ccc(-n2c(O)c(/C=N/NC(=O)c3ccncc3)c(=O)[nH]c2=O)cc1	0	0	-54	-7	4	2	-0.3	-48	4	-3
O=C(Nc1ccc(F)cc1F)c1cccn(Cc2ccccc2)c1=O	-4	-2	-4	-10	-10	3	0.3	-1	-6	-1
CCC(CC)N1CCN(C(=O)Cc2ccccc2)CC1	16	7	-4	9	3	-5	-0.4	7	9	-1
CN(C(=O)Oc1cccc2cccnc12)c1ccccc1	-3	-3	6	2	6	-8	-0.5	3	4	2
COC(=O)C1=C(c2ccc(F)cc2OCc2ccccc2)C[C@@H]2CC[C@H]1N2C(=O)NCc1cccc(OC)c1	4	-3	2	-5	7	3	0.3	0	-13	0
O=C(Cc1ccc(Br)cc1)N1CCN(Cc2ccccc2)CC1	-6	-1	1	7	2	4	0.6	0	-7	-4
CNC(=O)NC(O)C(Cl)(Cl)Cl (stereo not drawn)	-6	1	-4	8	1	1	-0.1	2	5	-5
COc1ccc(CC2C(=O)N(c3ccccc3)C(=O)N(c3ccccc3)C2=O)c(OC)c1	7	0	0	-6	1	-5	-1.0	0	-6	-4
CC(NCc1ccc(Cl)cc1Cl)C(O)c1ccccc1 (stereo not drawn)	-3	4	6	-7	-2	-2	0.5	-1	0	2
COC(=O)CN(CCCl)P1(=O)OCCCN1CCCl (stereo not drawn)	1	2	4	-4	-1	-13	0.2	4	6	16*
Nc1ccccc1C(=O)OCCOc1ccccc1	4	0	-129	8	-4	-5	-1.9	-105	-3	-2
CCC(C)C1NC(=O)C2CCCN2C(=O)C(CC(C)C)OC(=O)CCNC(=O)C(C)N(C)C(=O)C(C(C)C)N(C)C1=O (stereo not drawn)	4	-1	10	7	-5	-3	0.2	4	-2	6
C=C(Cl)CSC(=S)N(CC)CC	0	1	0	-4	5	-1	-0.4	-4	-1	-1
Cc1ccc2c(C)cccc2c1	-10	1	-2	-1	4	-3	0.2	-2	7	-4
COc1ccn(C)c(=O)c1C#N	7	3	0	-2	4	-4	-0.6	2	15	-2
CCOC(=O)C1(c2ccccc2)CCN(CCc2ccc(NC(=O)CCC(=O)O)cc2)CC1	-11	-1	0	6	8	3	-0.1	-2	0	0
CN1C2CCC1C(C(=O)O)C(O)C2 (stereo not drawn)	7	-1	-1	2	0	6	0.4	2	5	3
C[C@H]1C(=O)O[C@@H]2CCN3CC=C(COC(=O)[C@](C)(O)[C@]1(C)O)[C@H]23	2	-2	5	-2	10	2	0.7	0	-1	8
Oc1ccccc1Cl	7	-1	1	-13	0	-1	-1.0	1	6	-1
COc1ccc(C2(c3cccc(O)c3OC)CCN(C(C)=O)CC2)cc1O	12	1	2	2	-6	-4	-0.1	-3	0	3
CN=C(SCc1ccccc1)c1c(O)n(C)c(=O)n(C)c1=O	2	0	-3	4	-2	-3	-0.5	1	0	-1
COc1ccc(C(=O)C2CCCN(C3CSCCSC3)C2)c(OC)c1 (stereo not drawn)	14	1	0	2	-2	-10	-0.3	-1	6	4
CCn1c(O)c(C=NCCN2CCOCC2)c(=O)n(CC)c1=S	-8	-3	-7	2	2	1	1.2	-2	-7	-3
CCOC(=O)[C@]12Cc3cc(OC)ccc3[C@H]1N(CC(=O)OC)C(=O)c1cc(OC)ccc12	-8	-2	0	2	6	-6	-0.1	1	-1	-6
Cc1ccc(/C=C2\C(=O)NC(=O)N(CCc3ccc(F)cc3)C2=O)s1	-5	-4	-13	-1	-2	-7	-0.3	-4	-11	-1
O=C(O)Cn1cc(/C=C2\C(=O)NC(=O)N(Cc3ccco3)C2=O)c2ccccc21	4	85*	-13	-8	-3	-5	0.0	-6	-15	0
CN1CCCC(C(=O)c2ccc(-c3ccccc3)cc2)C1 (stereo not drawn)	9	1	-9	-10	5	5	0.4	2	-5	-7
CCCC(C)n1[nH]c(=O)c2c1NC(=O)CSC2c1ccc(OC)c(OC)c1 (stereo not drawn)	1	-4	-1	1	-5	-9	-0.1	-1	0	0
Cc1cccc2c1N(N=O)CCC2	-15	-1	0	-10	-3	4	0.6	-1	-1	-2
O=[N+]([O-])c1ccc(N2CCNCC2)cc1NCc1ccco1	13	-7	4	-4	-7	-3	0.3	2	5	0
CN1C(=O)C(=Cc2ccccc2Oc2ccc(Cl)c(F)c2)C(=O)N(C)C1=O	-5	-2	-2	4	2	-1	1.1	-3	-1	1
O=C1OCCC1C(=O)c1ccccc1 (stereo not drawn)	-13	6	2	-7	5	5	-0.1	-1	-4	1
Cn1c(O)c(C(=NCCc2c[nH]c3ccccc23)c2ccccc2)c(=O)n(C)c1=O	-8	-2	-5	-2	-4	-1	-0.1	1	-19	-6
CN1CCCC1c1ccc(=O)[nH]c1 (stereo not drawn)	-5	-1	0	-4	8	6	0.4	-1	4	1
O=C1CN=C(c2ccc(Cl)cc2)c2oc3ccccc3c2N1	-6	0	-7	17	2	2	-0.3	5	1	0
O=C1C(Br)C2CCC1C2C(=O)O (stereo not drawn)	-13	-1	-2	-2	0	-2	-0.6	3	2	3
COc1cc2c(cc1OC)C13CCN4C=C5CCOC6CC(=O)N2C1C6C5CC43 (stereo not drawn)	0	2	3	7	4	-3	-0.3	-1	12	1
COP(=O)(C#Cc1ccccc1)C(O)c1ccc(Br)cc1 (stereo not drawn)	1	0	-6	1	-5	-7	-0.3	1	-2	-3
O=c1[nH]c(=S)[nH]c(O)c1N=Nc1ccc(S(=O)(=O)N2CCOCC2)cc1	-6	-8	-6	-9	-4	-1	-0.1	2	0	3
CC(C)(C#CC(=O)O)OOC(c1ccccc1)(c1ccccc1)c1ccccc1	-4	-1	-5	-24	7	10	0.0	2	-28	1
O=C1NC(=O)C(CCc2ccncc2)(C2CCCCC2)C(=O)N1	-14	-1	-1	8	-1	-3	-0.2	1	2	-2
CCOC(C(=O)OCCC[N+](C)(CC)CC)(c1ccccc1)c1ccccc1	-1	2	-6	10	1	3	-0.1	-1	11	0
O=C(Cc1ccccc1)NC(Oc1ccccc1Cl)C(Cl)(Cl)Cl (stereo not drawn)	0	-3	0	5	5	0	0.7	1	4	1
O=C(Cc1ccccc1)OCC(=O)c1ccc(F)cc1	1	1	2	11	-2	2	0.4	0	-6	-1
Brc1cccc(CNCCc2ccc3c(c2)OCO3)c1	4	3	-9	10	-12	-1	0.0	2	4	1
O=C(C1CCC(=O)N1C1CCCC1)N1CCC2(CC1)OCCO2 (stereo not drawn)	-10	-1	1	3	6	1	0.5	1	-1	-7
CN1C(=O)C(=Cc2ccccc2OCc2ccc(C(=O)O)cc2)C(=O)N(C)C1=O	-14	-3	-9	-4	3	6	0.3	-5	-1	-6
c1ccc2c(c1)CN(Cc1ccc3c(c1)OCO3)Cc1cnnn1-2	6	-3	-2	3	-3	-3	0.3	1	9	3
C[C@@H]1C(=O)O[C@@H]2[C@H](O)C34[C@@H]5OC(=O)C3(O[C@H]3OC(=O)[C@H](O)C34[C@H](C(C)(C)C)[C@H]5O)[C@@]12O (stereo partly drawn)	3	0	3	0	2	5	0.0	1	5	0
C#C[C@]1(O)CC[C@H]2[C@@H]3CCC4=CC(=O)CC[C@]4(C)[C@H]3CC[C@@]21C	-9	1	0	4	4	6	-0.4	-4	5	-5
Cn1c(O)c(C(=Nc2ccccc2)SCc2ccc(Cl)cc2)c(=O)n(C)c1=O	-7	-5	-8	2	-3	3	0.6	-2	0	-10
Cc1cc(=O)[nH]c(SCc2nc3ccccc3c(=O)n2-c2ccccc2C)n1	4	0	-8	4	-1	-7	0.6	-3	1	-4
O=C(COc1ccccc1)N1CCN(Cc2c[nH]c3ccccc23)CC1	1	-1	-1	0	0	-2	-0.3	11*	-37	-6
O=C1NC(=O)C(C/C=C/c2ccccc2)C(=O)N1	-10	-3	0	-7	8	5	1.1	-1	0	-1
C=CCn1c(O)c(C=Nc2ccc(OC)cc2C)c(=O)[nH]c1=O	-9	1	-3	10	-4	1	-0.7	0	5	-3
O=c1[nH]c2ccccc2n1C1CCN(C(c2ccccc2OC(F)(F)F)c2nnnn2Cc2ccccc2)CC1 (stereo not drawn)	8	5	-8	14	-8	-14	0.4	1	-10	3

A few values from above:
Reading for CNC(=O)NC(O)C(Cl)(Cl)Cl (stereo not drawn) in NR1D1 modulator: -5
Reading for O=c1c2ccccc2nc(-c2ccc([N+](=O)[O-])cc2)n1-c1ccccc1 in DDE Tn7 FP inh: 4

New compounds follow.
SMILES	ASAP1 GAP inh	UHRF1 MBD2 ctr	PLC-beta3 inh	ARFGAP1 inh	DDE Tn7 FP inh	Tn6 DDE FP	proKLK7 act	PLC-gamma1 inh	sPLA2-III inh	NR1D1 modulator
CCC1(CCO)C(=O)NC(=S)NC1=O	-2	-2	5	-7	-6	0	-0.6	1	4	-2
O=C(Cc1ccccc1)N1CCN(Cc2c[nH]c3ccccc23)CC1	-10	2	3	16	-5	1	0.5	2	-21	-7
CCc1ccc(N2C(=O)NC(=O)C(Cc3ccc(OC)cc3OC)C2=O)cc1 (stereo not drawn)	-5	18	-13	-7	6	3	0.2	-11	-9	-1
COC(=O)C1=C(c2cccc(OCc3ccccc3)c2)C[C@@H]2CC[C@H]1N2C(=O)NCCc1ccc(F)cc1	0	0	-1	2	8	8	0.3	2	-17	-6
CN(C)S(=O)(=O)c1cc(C(=O)N2CCC(C(=O)O)(c3ccccc3)CC2)ccc1Cl	-3	2	-1	1	2	-4	-0.8	3	6	-1
CCC(c1nnnn1C(C)(C)C)N1CCC2(CC1)C(=O)NCN2c1ccccc1 (stereo not drawn)	-10	11	0	7	-10	4	0.7	-2	-8	4
CCOP(=S)(OCC)Oc1cc(C)oc(=O)c1Cl	-14	0	-3	-3	1	-2	-0.1	-1	-1	-9

A portion of the library. The share of hits here may be higher or lower than overall.
